Screens as filed in PubChem.
PTHR1 agonist: agonists of human PTHR1 parathyroid hormone receptor; HEK293 GP2 PTHR1 cells, GloSensor cAMP luminescence, 1 h; 410,000 tested, 0.075% active; Potency, µM (titrated, usually from 115 µM), without a hit: top-dose activation, most hits filed as activators; Q03431; note: potency is the fitted concentration of half-maximal effect; nearly all actives have a fitted effect of over 55% in size; some results filed as inactive show a strong effect at the top dose; inactives centre near -15; many of its hits are not listed in these tables
Target sequence (Q03431 whole entry, looked up): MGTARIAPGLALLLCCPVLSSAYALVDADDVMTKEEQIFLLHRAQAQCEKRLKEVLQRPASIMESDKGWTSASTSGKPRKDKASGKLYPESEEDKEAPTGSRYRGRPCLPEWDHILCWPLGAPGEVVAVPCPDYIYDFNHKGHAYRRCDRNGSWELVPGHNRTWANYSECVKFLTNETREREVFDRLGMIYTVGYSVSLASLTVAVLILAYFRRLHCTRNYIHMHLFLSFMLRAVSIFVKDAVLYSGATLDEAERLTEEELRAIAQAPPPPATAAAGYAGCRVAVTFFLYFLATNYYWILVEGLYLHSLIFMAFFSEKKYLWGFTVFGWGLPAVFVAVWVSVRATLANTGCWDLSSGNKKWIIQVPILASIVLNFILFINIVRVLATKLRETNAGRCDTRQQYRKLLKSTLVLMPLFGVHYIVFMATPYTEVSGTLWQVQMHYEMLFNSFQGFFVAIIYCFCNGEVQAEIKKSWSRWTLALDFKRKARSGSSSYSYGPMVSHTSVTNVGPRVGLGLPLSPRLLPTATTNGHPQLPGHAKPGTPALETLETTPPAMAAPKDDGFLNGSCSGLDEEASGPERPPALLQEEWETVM
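HEK-293-derived GP2 cells expressing PTHR1 and a GloSensor cAMP reporter, 3,000/well, plated overnight, given luciferin plus IBMX (each 0.5 mM as added) for 1 h at 37 °C, then compound for 1 h at 37 °C. Luminescence was read after 15 min at room temperature.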
Akt phos inh: blocks phosphorylation of Akt; activity change, % for hits at 50 µM; 360,000 tested, 0.32% active; Neuro2A IGF-stimulated pAkt S473 HTRF, 20 min; active compounds read low; in the data active = activity change below about -80%; inconclusive = mostly about -51% to -80%; note: % is set by controls: 0 for no effect and ±100 for the full control effect
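Neuro2A cells in DMEM with 0.5% FBS, overnight at 37 deg C, given compound at single 50 µM final, then IGF (6 nM final) for 20 min at 37 deg C. Lysed; phospho-Akt Ser473 by HTRF after 24 h, 665/615 ratio.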
Abeta yeast res: compounds reversing amyloid beta toxicity in yeast | 410,000 tested, 0.063% active | yeast expressing A-beta42, growth rescue, OD600, 48 h; response scale: 0% DMSO, 100% iron-clioquinol control | Potency, µM (titrated, usually from 46.1 µM), without a hit: at the highest dose growth rescue, actives largely listed as activators; note: potency is the fitted concentration of half-maximal effect; nearly all actives have a fitted effect of over 55% in size
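Yeast growth medium received pinned compounds, then yeast cells expressing toxic A-beta were added; plates incubated at 30 C for 48 hr. Growth read as absorbance at 600 nm, normalized to DMSO and equimolar FeCl3 plus clioquinol controls.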
GLP1R inv ag: acts as inverse agonist at human GLP-1 receptor; 410,000 tested, 1.6% active; Potency, µM (series often up to 38.3 µM), for inactives: at the top dose activity change, negative = inhibition, hits mostly inhibitors; AID 624417; HEK293 GLP-1R CRE-luciferase, luminescence, 24 h; GLP-1R form is constitutively active; note: potency is the fitted concentration of half-maximal effect; % is set by controls: 0 for no effect and ±100 for the full control effect; nearly all actives have a fitted effect of over 55% in size
Target sequence (P43220 whole entry, looked up): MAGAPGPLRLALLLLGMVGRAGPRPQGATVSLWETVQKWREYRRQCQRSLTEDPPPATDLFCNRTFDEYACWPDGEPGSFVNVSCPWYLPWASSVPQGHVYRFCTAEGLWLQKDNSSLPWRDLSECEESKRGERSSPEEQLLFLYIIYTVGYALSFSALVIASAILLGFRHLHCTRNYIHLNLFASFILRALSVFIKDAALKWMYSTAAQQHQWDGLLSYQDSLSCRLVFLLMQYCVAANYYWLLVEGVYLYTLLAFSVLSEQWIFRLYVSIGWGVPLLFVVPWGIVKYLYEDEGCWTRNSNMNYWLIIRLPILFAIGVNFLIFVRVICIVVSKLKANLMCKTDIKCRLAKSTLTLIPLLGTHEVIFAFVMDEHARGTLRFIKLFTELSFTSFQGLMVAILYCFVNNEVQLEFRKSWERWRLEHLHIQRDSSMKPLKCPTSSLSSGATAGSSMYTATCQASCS
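Seeding at 200 cells/uL, 12 h culture, 24 hr compound treatment, then luciferase reagent and a luminescence read; cells are HEK293 stably expressing a constitutively active GLP-1R plus cAMP-responsive luciferase.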
FUS yeast rescue: FUS proteinopathy suppression in yeast; S. cerevisiae FUS-expressing, growth rescue, OD600, 24 h; Potency, µM (titrated, usually from 76.6 µM), for the others: at the top dose growth rescue (activation), usual class: activators; 390,000 tested, 0.24% active;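 note: potency is the fitted concentration of half-maximal effect; plate controls were DMSO vehicle for no effect and reference control for full effect; nearly all actives have a fitted effect of over 55% in size; some results filed as inactive show a strong effect at the top dose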
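Yeast expressing FUS under galactose induction, OD 0.005 in 2% galactose medium; compounds in a dilution series, 24 h at 30C. Growth rescue by absorbance at 600 nm; CP55940 positive control, DMSO negative.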
HEK293 tox: cytotoxic in the GLP-1 receptor inverse agonist counter-screen; HEK293 cAMP-luciferase reporter cells, luminescence, 24 h; Potency, µM (series often up to 38.3 µM), for the others: at the top dose activity change, negative = inhibition, most hits filed as inhibitors; 410,000 tested, 0.13% active; AID 624418;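 note: loss of luciferase light is scored as toxicity; potency is the fitted concentration of half-maximal effect; % is set by controls: 0 for no effect and ±100 for the full control effect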
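Compound-treated cells are incubated 24 hr at 37 deg C under 5% CO2 after a 12 hour attachment period, then luciferase detection reagent is added and luminescence is measured following 12 min at room temperature; lowered signal indicates toxicity.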
aSyn yeast inh: alpha-synuclein toxicity inhibition in yeast | Yeast expressing alpha-synuclein, growth rescue, BacTiter-Glo, 24 h | Potency, µM (series often up to 46.1 µM), inactives show at the highest dose growth rescue (activation), usual class: activators | 370,000 tested, 0.14% active | AID 652106; note: potency is the fitted concentration of half-maximal effect; % of control where 0% means no effect; nearly all actives have a fitted effect of over 65% in size
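Galactose-induced alpha-syn yeast (OD600=0.02, raffinose-pregrown) + pinned cpd, 24 hr, 30 deg C; growth by BacTiter-Glo luminescence. Growth restoration scores as activation.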
TDP-43 yeast inh: TDP-43 toxicity inhibition in yeast. TDP-43 expressing yeast growth rescue, BacTiter-Glo, 24 h. 410,000 tested, 1.8% active. Potency, µM (highest dose often 46.1 µM), for inactives: at the top dose growth rescue (activation), hits mostly activators; note: potency is the fitted concentration of half-maximal effect; % of control where 0% means no effect; nearly all actives have a fitted effect of over 50% in size
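Cell-based yeast growth screen: TDP-43 expression induced in galactose, inoculum OD600=0.02 after raffinose pregrowth to mid-log. Read-out BacTiter-Glo luminescence at 24 hr, 30 deg C; inhibition of toxicity seen as signal increase.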
Mm-Cpn inhibitor: blocks the Methanococcus maripaludis chaperonin Mm-Cpn | 330,000 tested, 0.031% active | AID 504842 | Potency, µM (doses to about 76.9 µM), for the others: at the highest dose activity, negative = inhibition, usual class: inhibitors | purified Mm-Cpn ATPase, ADP Transcreener TR-FRET; note: potency is the fitted concentration of half-maximal effect; % is set by controls: 0 for no effect and ±100 for the full control effect; nearly all actives have a fitted effect of over 80% in size
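Reaction buffer contained 30 mM Tris pH 7.4, 100 mM KCl, 5 mM MgCl2 and 1 mM DTT. Mm-CPN (25 nM final) hydrolysed 10 uM ATP over 30 min at 37°C; ADP was read by HTRF.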
An asterisk follows results filed as active; i = inactive; u = inconclusive; x = no result given; & = joins results of further samples; [ ] = dose if it differs, or a comment. Unless noted, calls come from the whole dose curve; as a rule, active = well fitted curve in the direction sought with a large enough effect; inconclusive = small, poorly fitted or top-dose-only effect, or another doubt; inactive = no such curve, though single readings can be large; an effect the other way counts as inactive or inconclusive. Only part of the results is shown (hit frequency here may not be typical).

structure	GLP1R inv ag	Abeta yeast res	HEK293 tox	PTHR1 agonist	TDP-43 yeast inh	Akt phos inh	FUS yeast rescue	aSyn yeast inh	Mm-Cpn inhibitor
COc1ccc(CNC(=O)COC(=O)c2cccn2C)cc1	-8.7%	0.2%	-0.9%	-16.2%	18.7%	i	-2.6%	-0.3%	0.3%
COc1ccc(OC)c(NC(=O)CCN2CCN(C/C=C/c3ccccc3)CC2)c1	-35.2%	12.2%	-9.4%	25.8%	0.8%	i	12.7%	-3.6%	-0.1%
Cc1cc2c(s1)c1cnn(-c3ccccc3)c(=O)c1n2C	x	-2.8%	x	i	x	x	-14.3%	x	0.1%&-0.1%
CC12CN3CC(C)(CN(C1)C3c1ccc(Cl)cc1Cl)C2=O (stereo not given)	-4.2%	13.9%	4.3%	-13.0%	16.0%	i	-6.3%	-0.6%	0.1%
O=c1oc2ccccc2c(NCc2ccc(Cl)cc2)c1[N+](=O)[O-]	u	-10.2%	23.1%	-30.4%[inhibitor]	10.1%	i	-7.7%	-9.0%	2.6%
COc1ccc(NC2CC(=O)N(c3ccccc3)C2=O)cc1 (stereo not given)	11.4%	5.6%	-2.0%	i	-2.6%	i	-3.7%	6.2%	-5.4%
Cc1ccc(S(=O)(=O)NC(=NC2CCCCC2)c2ccc(Cl)cc2)cc1	-0.3%	-10.8%	-0.5%	-8.0%	-7.4%	i	-12.0%	-3.8%	-1.0%
COc1ccc2sc(N(CCCN(C)C)C(=O)c3nc4ccccc4s3)nc2c1	-12.3%	-40.7%[inhibitor]	13.0%	-1.6%	-26.7%	i	9.5%	0.6%	-0.9%
Cc1cccc(C2=NN(c3ccc(Br)cc3)[C@@H](C(=O)N3CCOC3=O)[C@@H]2c2ccccc2)c1	u	6.2%	47.8%[activator]	-13.7%	9.8%	i	2.0%	11.8%	-20.4%
COC(=O)c1ccccc1NC(=O)COc1ccc(S(=O)(=O)NC(C)C)cc1	94.5%[activator]	7.6%	5.1%	-17.0%	11.3%	i	-25.6%	18.2%	-0.7%
CC(C)(C)OC(=O)N1CCCC(C(=O)Nc2cccc(C(=O)N3CCCC3)c2)C1 (stereo not given)	18.5%	-6.7%	0.7%	i	4.9%	i	6.1%	-8.6%	0.7%
CC(=O)N1CCN(c2ccc(Oc3ncnc4sccc34)cc2)CC1	2.2%	2.0%	-14.4%	-37.1%[inhibitor]	25.1%	i	25.9%	-11.2%	-4.7%
Cn1c(=O)c2c(nc(CN3CCN(c4ccccc4)CC3)n2CCCc2ccccc2)n(C)c1=O	-10.0%	-8.7%	17.6%	-22.8%	-3.9%	i	x	6.3%	x
Cc1ccccc1-c1noc(CSc2nc(-c3ccc(F)cc3)cc(=O)[nH]2)n1	11.0%	-18.9%	18.3%	u	0.6%	x	5.2%	x	x
Cc1ccc(C(=O)N2CCN(S(=O)(=O)c3ccccc3)CC2)s1	-20.5%	16.4%	6.9%	-23.3%	10.8%	i	-2.3%	0.1%	-0.4%
Cc1ccc(S(=O)(=O)CCC(=O)OCC(=O)c2c(C)[nH]c3ccccc23)cc1	16.4%	9.2%	-1.3%[1.53 µM]	-20.2%	-8.9%	i	27.0%	1.6%	0.6%
O=C1C(=Cc2cn(-c3ccccc3)nc2-c2ccc(OCc3ccc(Cl)cc3)cc2)SC(=S)N1CCS(=O)(=O)O	-7.0%	-29.1%	-22.5%	24.3%	-12.7%	i	u	-1.2%	x
O=C(c1ccc2c(c1)OCO2)C1CCCN(Cc2ccc(OC(F)F)cc2)C1 (stereo not given)	u	-19.5%	-9.1%	-41.4%[inhibitor]	-1.5%	i	-24.1%	-8.3%	-1.6%
COC(=O)c1ccc(COc2ccc(C(=O)c3ccccc3)cc2)o1	u	11.3%	1.1%	-27.9%	11.2µM*	i	22.8%	-4.7%	-0.9%
CCOc1ccccc1NC(=O)NC1CCN(CC(=O)Nc2ccc3c(c2)OCCO3)CC1	-7.2%	1.0%	2.1%	-25.3%[57.5 µM]	19.8%	i	9.4%	0.0%	-0.2%
O=C(CSc1nc2c([nH]c3ccccc32)c(=O)n1-c1cccc(Cl)c1)N1CCCC1	0.4%	-8.4%	0.6%	-11.2%	14.2%	x	-10.9%	2.7%	x
O=C(NCc1ccc2c(c1)OCO2)c1cc(F)c(F)cc1Cl	-18.1%	-14.5%	7.9%	-16.8%	0.8%	i	-4.1%	-1.0%	-16.5%
COc1ccc(S(=O)(=O)NCCc2cn3nc(C)c(C)nc3n2)cc1C	9.4%	-3.0%	187.3%[activator]	-14.5%	-10.0%	i	15.6%	-3.7%	-1.6%
NS(=O)(=O)c1ccc(CCNC(=O)COC(=O)C2CCC2)cc1	-4.2%	0.8%	-3.1%	-24.5%	1.5%	i	1.3%	-1.3%	2.1%
CCCCOc1ccc(/C=C(\C(=O)O)c2ccc(S(=O)(=O)N3CCCC3)s2)cc1	0.0%	4.7%	-0.8%	-26.2%	5.5%	i	3.5%	6.1%	-1.1%
Cc1ccccc1NCC(=O)N/N=C/c1c[nH]c2ccccc12	u	-9.8%	-19.0%	i	u	i	2.1%	6.1%	2.0%
CCN1C(=O)C2(C(C(=O)c3cc4ccccc4o3)=C(O)C(=O)N2CCCN(C)C)c2ccccc21 (stereo not given)	1.6%	7.1%	-2.9%	-0.1%	-5.9%	i	-7.5%	1.5%	-14.4%
COc1cccc(-n2cc(CNCc3c(C(=O)N(C)C)nc4ccc(Cl)cn34)cn2)c1	-6.4%	1.6%	-1.8%	i	6.6%	i	-0.2%	-3.5%	0.2%
CN(CC(=O)Nc1c(Cl)cccc1Cl)C(=O)CC1OC(=O)c2ccccc21 (stereo not given)	14.4%	3.6%	2.3%	-8.4%	8.2%	i	-6.8%	-5.4%[1.84 µM]	0.9%
CCOC(=O)c1csc(NC(=O)CSc2nnnn2-c2ccc(OC)c(OC)c2)n1	6.8%	-21.1%	-13.1%	-25.2%[57.5 µM]	0.7%	i	17.1%	-5.9%	1.4%
CCOc1ccc(NC(=O)COC(=O)CC2CCCCC2)cc1	-12.4%	u	-4.8%	i	7.1%	i	19.9%	0.8%[1.84 µM]	-1.7%
CC1(C)CC(=O)C2=C(C1)OC(N)=C(C#N)[C@@H]2c1ccccc1[N+](=O)[O-]	1.2%	12.0%	74.3%[activator]	-20.5%	-4.7%[1.82 µM]	i	18.1%	8.9%	4.3%
Cc1ccccc1CC1(CO)CCCN(C(=O)c2cc(Cl)ccc2F)C1 (stereo not given)	u	17.7%	5.0%	-27.9%	u	i	19.3%	-8.9%	u
Cc1ccccc1NC(=O)CCn1cnc2onc(-c3ccc(F)cc3)c2c1=O	-25.7%	-9.9%	-3.7%	-67.7%[inhibitor]	16.4%	x	14.1%	x	x
COc1ccc(C(=O)NCc2nnc(SCC(=O)NO)n2Cc2ccccc2)cc1	49.0%[activator]	-2.5%	9.2%	i	-14.0%	i	4.9%	-3.8%	-5.9%
CC(=O)Nc1sc(/C(C#N)=C\c2cccc(Cl)c2)nc1-c1ccc(C)cc1	1.4%	11.4%	245.4%[activator]	i	-4.8%	i	x	5.7%	-1.8%
S=C(Nc1ccc2c(c1)OCO2)Nc1ccccc1Cl	14.9%	u	5.6%	-5.7%	14.5%	i	-6.6%	-11.6%	-1.1%
CCCCn1c(N)c(N(CC(C)C)C(=O)C2CCN(c3ncnc4sc(C)c(C)c34)CC2)c(=O)[nH]c1=O	31.5%	0.2%	13.4%	-17.1%	7.4%	i	u	-2.3%	-1.0%
CC1(C)CC(=O)C2=C(C1)OC(N)=C(C#N)C2c1cccc(OC(=O)c2ccco2)c1 (stereo not given)	0.0%	3.2%	-5.8%	-6.3%[57.5 µM]	-9.5%	i	2.4%	2.4%	-0.2%
CC(=O)c1cc(C#N)c(Oc2ccc(F)cc2)nc1C	-1.9%	-11.1%	3.9%	-6.0%	u	i	-14.5%	-16.1%	-1.8%

Compound profiles (already shown). Values in the order: GLP1R inv ag	Abeta yeast res	HEK293 tox	PTHR1 agonist	TDP-43 yeast inh	Akt phos inh	FUS yeast rescue	aSyn yeast inh	Mm-Cpn inhibitor
S=C(Nc1ccc2c(c1)OCO2)Nc1ccccc1Cl reads 14.9%	u	5.6%	-5.7%	14.5%	i	-6.6%	-11.6%	-1.1%
CCOc1ccc(NC(=O)COC(=O)CC2CCCCC2)cc1 reads -12.4%	u	-4.8%	i	7.1%	i	19.9%	0.8%[1.84 µM]	-1.7%
Cc1ccccc1NC(=O)CCn1cnc2onc(-c3ccc(F)cc3)c2c1=O reads -25.7%	-9.9%	-3.7%	-67.7%[inhibitor]	16.4%	x	14.1%	x	x
CC(=O)Nc1sc(/C(C#N)=C\c2cccc(Cl)c2)nc1-c1ccc(C)cc1 reads 1.4%	11.4%	245.4%[activator]	i	-4.8%	i	x	5.7%	-1.8%
CC1(C)CC(=O)C2=C(C1)OC(N)=C(C#N)[C@@H]2c1ccccc1[N+](=O)[O-] reads 1.2%	12.0%	74.3%[activator]	-20.5%	-4.7%[1.82 µM]	i	18.1%	8.9%	4.3%
